Screening results as filed in PubChem BioAssay.
ARFGAP1 inh – inhibitors of rat ARFGAP1 GAP activity, primary screen, biochemical, fluorescence polarization, GDP tracer | ADP-ribosylation factor GTPase-activating protein 1 (Rattus norvegicus), Q62848 | Arfgap1-stimulated ARF1 GTP hydrolysis, GDP FP detection | inhibition, % at 16.5 µM | 0.26% of 360,000 active | AID 651572, 2012;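 active = inhibition above a per-plate limit, mean inhibition of low control wells plus 3 SD, cut at about 25% in these data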;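 note: 0% = DMSO wells with enzyme and 100% = wells lacking Arfgap1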
Target sequence (Q62848 1-136 limits assumed): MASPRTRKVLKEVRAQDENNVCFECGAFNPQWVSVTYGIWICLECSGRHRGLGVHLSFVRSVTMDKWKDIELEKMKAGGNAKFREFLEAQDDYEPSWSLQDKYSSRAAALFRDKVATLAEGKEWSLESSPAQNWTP
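material = rat Arfgap1 catalytic domain, aa 1-136 | also added = human ARF1(Δ1-17)-GTP substrate | compound dosing = one concentration, 16.5 µM, DMSO 1.26% | times = GTP hydrolysis reaction 2 h at 25 °C | measured by = FP, GDP Alexa 633 tracer displaced from anti-GDP antibody, 620/688 nm | evaluation = percent inhibition of Arfgap1-stimulated GTP hydrolysis | replication = single well per compound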
PLC-gamma1 inh – PLC-gamma1 enzyme inhibitors, primary screen, biochemical, fluorescence, purified enzyme; inhibition, % at 12.2 µM; 1-phosphatidylinositol 4,5-bisphosphate phosphodiesterase gamma-1 (Homo sapiens), P19174; 0.84% of 370,000 active; AID 720700, 2013; fluorogenic substrate; in the data active = inhibition above about 9.5%
ADAM17 inh – ADAM17 inhibitors, primary screen, biochemical, QFRET; AID 720648, 2013; recombinant ADAM17, EDANS/DABCYL FRET peptide cleavage; inhibition, % at 6.95 µM; Disintegrin and metalloproteinase domain-containing protein 17 (Homo sapiens), P78536; 0.83% of 370,000 active;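 active = inhibition above the mean of compounds lying between control limits plus 3 SD, set per campaign, cut at about 8.5% in these data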;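 note: 0% = DMSO-only wells as the low control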
Target sequence (P78536 215-824 limits assumed): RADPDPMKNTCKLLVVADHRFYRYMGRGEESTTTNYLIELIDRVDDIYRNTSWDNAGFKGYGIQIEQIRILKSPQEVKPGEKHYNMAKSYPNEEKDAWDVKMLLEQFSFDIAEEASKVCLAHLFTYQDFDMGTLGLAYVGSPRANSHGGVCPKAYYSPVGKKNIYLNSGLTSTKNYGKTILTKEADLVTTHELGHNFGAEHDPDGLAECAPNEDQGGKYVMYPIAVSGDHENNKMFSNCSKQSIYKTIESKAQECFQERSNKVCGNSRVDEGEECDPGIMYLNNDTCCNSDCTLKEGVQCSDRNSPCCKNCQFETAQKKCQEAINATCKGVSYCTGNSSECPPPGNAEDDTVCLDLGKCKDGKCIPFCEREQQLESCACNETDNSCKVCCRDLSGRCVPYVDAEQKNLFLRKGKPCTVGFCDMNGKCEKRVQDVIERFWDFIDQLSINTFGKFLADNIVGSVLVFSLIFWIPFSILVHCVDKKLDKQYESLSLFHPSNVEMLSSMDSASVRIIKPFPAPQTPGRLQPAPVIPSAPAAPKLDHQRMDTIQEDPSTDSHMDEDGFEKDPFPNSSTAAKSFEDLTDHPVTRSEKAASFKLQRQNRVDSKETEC
SIAE inh – human SIAE inhibitors, primary screen, biochemical, fluorescence polarization, FP-Rh probe, 1536-well HTS; Sialate O-acetylesterase (Homo sapiens), Q9HAT2; SIAE FP-Rh probe binding; inhibition, % at 9.66 µM; 0.69% of 370,000 active; AID 1053197, 2014;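 active = inhibition above a cutoff: mean of compounds within the control limits plus 3 SD of those, cut at about 17% in these data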;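 note: 0% = plate median of compound wells and 100% = probe without SIAE protein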
TDP2 absorb – human TDP2 enzyme inhibitors, primary screen, biochemical, epi absorbance, recombinant enzyme; Tyrosyl-DNA phosphodiesterase 2 (Homo sapiens), O95551; T5PNP hydrolysis, p-nitrophenol absorbance 415 nm; inhibition, % at 12.8 µM; 0.34% of 370,000 active;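 active = inhibition above the mean of all tested compounds plus 3 SD, set per campaign, cut at about 25% in these data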;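 note: 0% = DMSO with enzyme and 100% = buffer with substrate but no TDP2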
Target sequence (O95551 whole entry, looked up): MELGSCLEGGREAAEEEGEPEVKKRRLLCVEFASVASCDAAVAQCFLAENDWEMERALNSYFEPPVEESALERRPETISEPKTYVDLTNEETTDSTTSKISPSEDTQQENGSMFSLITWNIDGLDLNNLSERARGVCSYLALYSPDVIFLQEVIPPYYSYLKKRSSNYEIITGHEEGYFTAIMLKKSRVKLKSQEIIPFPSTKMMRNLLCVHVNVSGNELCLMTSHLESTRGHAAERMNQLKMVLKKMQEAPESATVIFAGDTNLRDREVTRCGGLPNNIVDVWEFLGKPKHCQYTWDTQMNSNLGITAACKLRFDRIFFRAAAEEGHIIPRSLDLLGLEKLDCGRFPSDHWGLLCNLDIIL
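System – recombinant human TDP2 · Amount – 120 nM TDP2 per well · Buffer or medium – Mg2+-containing Tris-HCl buffer, pH 7.5 · Reagent – T5PNP substrate, 5 mM · Dosing – 12.8 µM single point, 1% DMSO · Incubation – 2 h at 37 °C · Measured by – epi absorbance · Read-out basis – percent inhibition · Benchmarks – high control without enzyme, low control DMSO plus TDP2 · Repeats – singlicate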
ADAM10 inh – human ADAM10 inhibitors, primary screen, biochemical, QFRET, HTS. AID 720582, 2013. recombinant ADAM10, EDANS/DABCYL FRET peptide cleavage, 3 h. inhibition, % at 7 µM. Disintegrin and metalloproteinase domain-containing protein 10 (Homo sapiens), O14672. 0.62% of 370,000 active;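 active = inhibition above a per-campaign cutoff equal to the mean of compounds falling between control-based bounds plus 3 SD, cut at about 20% in these data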;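 note: 0% = DMSO wells while the 100% control is not disclosed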
Tn6 DDE FP – inhibitors of Tn6 peptide binding to fibrin DD(E), primary screen, biochemical, fluorescence polarization, human fibrin, Tn6 probe | Fibrin DD(E) TRITC-Tn6 fluorescence polarization displacement | inhibition, % at 8.3 µM | 0.21% of 370,000 active;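 active = inhibition above a per-campaign cutoff: mean of compounds within control limits plus 3 SD, cut at about 15% in these data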;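 note: 0% = median of all compound wells on the plate and 100% = blocking peptide control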
ASAP1 GAP inh – inhibitors of human ASAP1 ArfGAP activity, primary screen, biochemical, fluorescence polarization | Arf-GAP with SH3 domain, ANK repeat and PH domain-containing protein 1 (Homo sapiens), … | ASAP1-stimulated ARF1 GTP hydrolysis, GDP FP detection | inhibition, % at 16.5 µM | 0.19% of 360,000 active | AID 624377, 2012; in the data active = inhibition above about 25%;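 note: 0% = vehicle with enzyme and substrate and 100% = no enzyme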
PLC-beta3 inh – human PLC-beta3 inhibitors, primary screen, biochemical, fluorescence. Purified PLC-beta3, fluorogenic substrate. inhibition, % at 12.2 µM. 0.18% of 370,000 active. AID 720704, 2013; in the data active = inhibition above about 11%;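 note: 0% = median of compound wells on plate and 100% = full blocker control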
DDE Tn7 FP inh – inhibitors of Tn7 peptide binding to fibrin DD(E), primary screen, biochemical, fluorescence polarization, human fibrin, Tn7 probe; Fibrinogen beta chain (Homo sapiens), P02675; FP displacement of FITC-Tn7 peptide from fibrin DD(E); 0% = median of compound wells per plate; inhibition, % at 8.3 µM; 0.13% of 370,000 active; AID 720508, 2013;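 active = inhibition above the mean of compounds falling within the control limits plus 3 SD of them, cut at about 14% in these data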;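 note: 0% = plate median of compound wells and 100% = 10 µM Aha-Tn7 peptide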
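Assay system: human fibrin DD(E). Input: DD(E) 2 µM final. Medium: Tris buffer with calcium and detergent, pH 7.8. Compound dosing: single point at 8.3 µM. Timing: 10 min plus 3 h, room temperature. Technique: fluorescence polarization of the labelled Tn7 tracer. Read-out: percent inhibition. Replicates: singlicate testing.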
* hit, by the source's call.

Screening O=C1NC(=S)NC1Cc1ccc(O)cc1 (configuration not stated) returned ARFGAP1 inh -1, PLC-gamma1 inh 1, ADAM17 inh 0, SIAE inh -3, TDP2 absorb -3, ADAM10 inh 1, Tn6 DDE FP 1, ASAP1 GAP inh -23, PLC-beta3 inh 5 and DDE Tn7 FP inh -1.
Screening CCCCn1c(N)c(N(CCOC)C(=O)c2cc(S(=O)(=O)N3CCOCC3)ccc2Cl)c(=O)[nH]c1=O returned ARFGAP1 inh -9, PLC-gamma1 inh 0, ADAM17 inh -6, SIAE inh -1, TDP2 absorb 0, ADAM10 inh -20, Tn6 DDE FP -5, ASAP1 GAP inh -11, PLC-beta3 inh -10 and DDE Tn7 FP inh -6.
`COc1cc(/C=N/NC(=O)c2c(-c3ccccc3)noc2C)ccc1O` gave ARFGAP1 inh -6, PLC-gamma1 inh -4, ADAM17 inh -4, SIAE inh 6, TDP2 absorb 6, ADAM10 inh -13, Tn6 DDE FP 13, ASAP1 GAP inh -5, PLC-beta3 inh -3 and DDE Tn7 FP inh 3.
Screening Cc1cc2cc(C)c3nnc(SCC(=O)Nc4ccc(S(=O)(=O)N5CCCCC5C)cc4)n3c2cc1C (configuration not stated) returned ARFGAP1 inh 0, PLC-gamma1 inh 1, ADAM17 inh 0, SIAE inh -4, TDP2 absorb 0, ADAM10 inh -2, Tn6 DDE FP -4, ASAP1 GAP inh -6, PLC-beta3 inh 2 and DDE Tn7 FP inh 1.
Screening O=C(OCC(=O)N1CCCC1)c1cc(F)c(F)cc1Cl returned ARFGAP1 inh -1, PLC-gamma1 inh 0, ADAM17 inh -1, SIAE inh -1, TDP2 absorb 3, ADAM10 inh 3, Tn6 DDE FP -3, ASAP1 GAP inh 0, PLC-beta3 inh -4 and DDE Tn7 FP inh 1.
`CN(C)S(=O)(=O)c1ccc(C(=O)Nc2ccn(C)n2)cc1` gave ARFGAP1 inh -16, PLC-gamma1 inh -1, ADAM17 inh -3, SIAE inh -6, TDP2 absorb 5, ADAM10 inh 0, Tn6 DDE FP 8, ASAP1 GAP inh -2, PLC-beta3 inh 2 and DDE Tn7 FP inh -1.
For CCCn1c(C)cc(C(=O)CN2C(=O)c3cccc(N)c3C2=O)c1C the results were ARFGAP1 inh -7, PLC-gamma1 inh -287, ADAM17 inh -15, SIAE inh 0, TDP2 absorb 0, ADAM10 inh -44, Tn6 DDE FP -4, ASAP1 GAP inh 5, PLC-beta3 inh -340 and DDE Tn7 FP inh 3.
Screening Cc1cccn2c(=O)nc(SCC(=O)Nc3cccc4ccccc34)nc12 returned ARFGAP1 inh 0, PLC-gamma1 inh 4, ADAM17 inh 3, SIAE inh 0, TDP2 absorb -4, ADAM10 inh -8, Tn6 DDE FP 1, ASAP1 GAP inh 7, PLC-beta3 inh -4 and DDE Tn7 FP inh 2.
For Nc1nnc(SCC(=O)OCC(=O)c2ccccc2)s1 the results were ARFGAP1 inh 7, PLC-gamma1 inh -3, ADAM17 inh -4, SIAE inh -9, TDP2 absorb 6, ADAM10 inh -9, Tn6 DDE FP -1, ASAP1 GAP inh 4, PLC-beta3 inh -9 and DDE Tn7 FP inh -3.
`COc1cc(OC)cc(C(=O)Nc2ccc3c(c2)COC3=O)c1` gave ARFGAP1 inh 19, PLC-gamma1 inh 5, ADAM17 inh -1, SIAE inh -3, TDP2 absorb -12, ADAM10 inh 3, Tn6 DDE FP -3, ASAP1 GAP inh -11, PLC-beta3 inh 3 and DDE Tn7 FP inh -2.
`CCOC(=O)c1c(C)[nH]c(C)c1S(=O)(=O)N1CCOCC1` gave ARFGAP1 inh -4, PLC-gamma1 inh 4, ADAM17 inh -5, SIAE inh -9, TDP2 absorb 0, ADAM10 inh -6, Tn6 DDE FP -7, ASAP1 GAP inh 6, PLC-beta3 inh -5 and DDE Tn7 FP inh 0.
For Cc1cccc(OCC(=O)Nc2ccc3c(c2)nc(CCN2CCCCC2)n3C)c1 the results were ARFGAP1 inh 0, PLC-gamma1 inh 0, ADAM17 inh -31, SIAE inh 1, TDP2 absorb 12, ADAM10 inh -88, Tn6 DDE FP -2, ASAP1 GAP inh -10, PLC-beta3 inh 6 and DDE Tn7 FP inh -3.
CC(=O)c1ccc(N2CCN(S(=O)(=O)c3ccc4c(c3)CC(=O)N4C)CC2)cc1 was read as ARFGAP1 inh -14, PLC-gamma1 inh -5, ADAM17 inh -2, SIAE inh 7, TDP2 absorb -1, ADAM10 inh -6, Tn6 DDE FP -11, ASAP1 GAP inh 7, PLC-beta3 inh -14 and DDE Tn7 FP inh 1.
For O=C(CN1C(=O)NC2(CCCC2)C1=O)Oc1ccc2ccc(=O)oc2c1 the results were ARFGAP1 inh -1, PLC-gamma1 inh inactive, ADAM17 inh inactive, SIAE inh 5, TDP2 absorb 1, ADAM10 inh inactive, Tn6 DDE FP -3, ASAP1 GAP inh 12, PLC-beta3 inh inactive and DDE Tn7 FP inh 3.
For Cc1cc2ncn(-c3nnnn3-c3ccccc3)c2cc1C the results were ARFGAP1 inh -2, PLC-gamma1 inh 0, ADAM17 inh 1, SIAE inh -1, TDP2 absorb 9, ADAM10 inh 1, Tn6 DDE FP 3, ASAP1 GAP inh -1, PLC-beta3 inh 0 and DDE Tn7 FP inh 3.
`O=C(c1cnn(Cc2ccccc2)c1)N1CCN(S(=O)(=O)/C=C/c2ccccc2)CC1` gave ARFGAP1 inh -7, PLC-gamma1 inh 0, ADAM17 inh 1, SIAE inh -4, TDP2 absorb -2, ADAM10 inh -12, Tn6 DDE FP -2, ASAP1 GAP inh -7, PLC-beta3 inh -2 and DDE Tn7 FP inh 0.
Cc1cccc(NC(=O)NC(=S)NC(=O)c2ccccc2)c1 was read as ARFGAP1 inh 0, PLC-gamma1 inh -1, ADAM17 inh 0, SIAE inh -14, TDP2 absorb -8, ADAM10 inh -9, Tn6 DDE FP 4, ASAP1 GAP inh -2, PLC-beta3 inh -2 and DDE Tn7 FP inh -1.
Screening CCc1nnc(SCc2ccc(OC(C)C)cc2)n1N returned ARFGAP1 inh 8, PLC-gamma1 inh 1, ADAM17 inh -1, SIAE inh 2, TDP2 absorb -6, ADAM10 inh 5, Tn6 DDE FP -1, ASAP1 GAP inh -3, PLC-beta3 inh 2 and DDE Tn7 FP inh -1.
For Cc1ccc(NC(=O)c2ccc(S(=O)(=O)N3CCC(C)CC3)cc2)cc1 the results were ARFGAP1 inh 8, PLC-gamma1 inh 1, ADAM17 inh -2, SIAE inh -3, TDP2 absorb 7, ADAM10 inh -5, Tn6 DDE FP 0, ASAP1 GAP inh 7, PLC-beta3 inh 1 and DDE Tn7 FP inh 4.
Cc1cc(C)nc(NC(=O)c2ccccc2O)n1 was read as ARFGAP1 inh 4, PLC-gamma1 inh -21, ADAM17 inh -2, SIAE inh 4, TDP2 absorb 6, ADAM10 inh -10, Tn6 DDE FP 3, ASAP1 GAP inh -20, PLC-beta3 inh -35 and DDE Tn7 FP inh -5.
`COc1ccc(C2=NOC(C(=O)NCc3ccc(F)cc3)C2)cc1` (configuration not stated) gave ARFGAP1 inh -8, PLC-gamma1 inh -1, ADAM17 inh -5, SIAE inh 7, TDP2 absorb 1, ADAM10 inh -7, Tn6 DDE FP -4, ASAP1 GAP inh -1, PLC-beta3 inh 1 and DDE Tn7 FP inh -2.
For O=C(CSc1ccccc1)N1CCc2ccccc21 the results were ARFGAP1 inh 11, PLC-gamma1 inh -2, ADAM17 inh -4, SIAE inh -3, TDP2 absorb 4, ADAM10 inh 11, Tn6 DDE FP 7, ASAP1 GAP inh -3, PLC-beta3 inh 0 and DDE Tn7 FP inh 9.
Screening COc1cc(OC)c2c(c1)O/C(=C\c1ccccc1)C2=O returned ARFGAP1 inh 4, PLC-gamma1 inh -364, ADAM17 inh -13, SIAE inh -7, TDP2 absorb 8, ADAM10 inh -46, Tn6 DDE FP -1, ASAP1 GAP inh -5, PLC-beta3 inh inactive and DDE Tn7 FP inh 1.
COc1cc(NC(=O)COC(=O)CCOc2ccc(C)cc2)cc(OC)c1 was read as ARFGAP1 inh 4, PLC-gamma1 inh -5, ADAM17 inh 0, SIAE inh 6, TDP2 absorb 5, ADAM10 inh 4, Tn6 DDE FP -7, ASAP1 GAP inh 11, PLC-beta3 inh -10 and DDE Tn7 FP inh 0.
CSCCC(NC(=O)C1CCC(C)CC1)C(=O)N1CCN(c2ccccn2)CC1 (configuration not stated) was read as ARFGAP1 inh -2, PLC-gamma1 inh -3, ADAM17 inh -4, SIAE inh -2, TDP2 absorb 3, ADAM10 inh -19, Tn6 DDE FP 0, ASAP1 GAP inh 9, PLC-beta3 inh -4 and DDE Tn7 FP inh 1.
Cc1sc2ncnc(N3CCC(C(=O)N(C)CC(=O)Nc4ccc(Cl)c(C(F)(F)F)c4)CC3)c2c1C was read as ARFGAP1 inh 0, PLC-gamma1 inh 3, ADAM17 inh 12*, SIAE inh -38, TDP2 absorb -2, ADAM10 inh 23*, Tn6 DDE FP 5, ASAP1 GAP inh -2, PLC-beta3 inh 3 and DDE Tn7 FP inh -9.
`CCn1nc(C(=O)OCc2c(C)noc2C)c2ccccc2c1=O` gave ARFGAP1 inh -13, PLC-gamma1 inh 2, ADAM17 inh -2, SIAE inh 2, TDP2 absorb 0, ADAM10 inh -16, Tn6 DDE FP -4, ASAP1 GAP inh 11, PLC-beta3 inh 3 and DDE Tn7 FP inh 1.
COc1ccc2ccccc2c1CNC(=O)CC1C(=O)NCCN1CC(C)C (configuration not stated) was read as ARFGAP1 inh 8, PLC-gamma1 inh -9, ADAM17 inh -2, SIAE inh 0, TDP2 absorb 6, ADAM10 inh -6, Tn6 DDE FP 2, ASAP1 GAP inh 10, PLC-beta3 inh -14 and DDE Tn7 FP inh -1.
